SUMO HTRF inh: inhibitors of in vitro SUMOylation cascade, primary screen, biochemical, HTRF, uHTS. SUMO-conjugating enzyme UBC9 (Homo sapiens), P63279. HTRF SUMOylation assay, SAE1/SAE2 + UBC9. inhibition, % at 35 µM. 290,000 compounds, 0.36% hits. AID 2006, 2009; in the data active = inhibition above about 50%, passing the limit was not always enough; note: strong numbers were not always called active
Target sequence (P63279 whole entry, looked up): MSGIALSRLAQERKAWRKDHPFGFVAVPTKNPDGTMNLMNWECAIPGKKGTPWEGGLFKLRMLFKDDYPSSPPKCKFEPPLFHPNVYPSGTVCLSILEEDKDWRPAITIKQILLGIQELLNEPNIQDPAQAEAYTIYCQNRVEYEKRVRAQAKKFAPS
MEKK3 PB1 HTS: modulators of MEKK3-MEK5 PB1 binding, primary screen, biochemical, wildtype MEKK3, multiplex bead flow cytometry, Alexa488-MEK5; binding response (% of control), % at 10 µM; 290,000 compounds, 1.4% hits; bead-based flow cytometry, Alexa488-MEK5 binding to MEKK3; actives lie on both sides; 0 = blocked by unlabeled MEK5, 100 = vehicle; Mitogen-activated protein kinase kinase kinase 3 (Homo sapiens), Q99759;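 active = binding response more than 3 SD above or below the average of its plate-row segment, actives on both sides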;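 note: Alexa488 bead fluorescence after subtracting the streptavidin-only scavenger bead signal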
Target sequence (Q99759 whole entry, looked up): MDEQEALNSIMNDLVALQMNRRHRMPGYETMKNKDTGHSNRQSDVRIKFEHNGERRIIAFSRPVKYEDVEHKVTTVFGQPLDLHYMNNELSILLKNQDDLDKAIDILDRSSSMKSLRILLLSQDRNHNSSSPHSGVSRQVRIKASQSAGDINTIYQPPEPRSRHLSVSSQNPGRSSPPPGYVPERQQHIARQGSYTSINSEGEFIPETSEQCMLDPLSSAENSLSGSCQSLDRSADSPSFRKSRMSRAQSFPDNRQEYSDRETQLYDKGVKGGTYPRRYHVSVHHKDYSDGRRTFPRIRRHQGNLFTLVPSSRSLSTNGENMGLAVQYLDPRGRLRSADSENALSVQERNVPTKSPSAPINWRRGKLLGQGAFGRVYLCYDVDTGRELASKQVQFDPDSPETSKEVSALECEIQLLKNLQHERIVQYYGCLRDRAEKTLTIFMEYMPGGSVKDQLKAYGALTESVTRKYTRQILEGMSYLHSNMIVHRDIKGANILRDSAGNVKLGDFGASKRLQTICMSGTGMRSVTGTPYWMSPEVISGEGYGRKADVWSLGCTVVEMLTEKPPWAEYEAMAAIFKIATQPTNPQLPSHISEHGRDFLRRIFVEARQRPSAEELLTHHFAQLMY
M18AAP inhibitor: PfM18AAP inhibitors, malaria aminopeptidase, primary screen, biochemical, QFRET, recombinant enzyme; inhibition, % at 7.35 µM; AID 1822, 2009; M18 aspartyl aminopeptidase (Plasmodium falciparum 3D7); 290,000 compounds, 1.2% hits; H-Glu-NHMec fluorogenic cleavage;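 active = inhibition above the campaign mean inhibition over all tested compounds plus 3 SD, cut at about 28% in these data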;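 note: 0% = plate median of test compound wells and 100% = 2 mM ZnCl2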
IDE inh: human IDE inhibitors in live cells, primary screen, fluorescence polarization, HEK cells, FAbetaB substrate. FAbetaB cleavage. 320,000 compounds, 0.41% hits. inhibition, % at 5.59 µM;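 active = percent inhibition above the average of all tested compounds plus 3 SD, set per screening campaign, cut at about 16% in these data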;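 note: IDE supplied by intact live HEK cells; FP after avidin binding of uncleaved biotin substrate so inhibition keeps polarization high; 0% = DMSO wells and 100% = 60 µM reference IDE inhibitor Ii1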
MEKK2 mut-MEK5: MEK5 binding signal on mutant MEKK2 PB1, primary screen, biochemical, multiplex bead flow cytometry, Alexa488-MEK5. Alexa488-MEK5 binding to MEKK2 mutant. percent response, % at 10 µM. 290,000 compounds, 0.35% hits. AID 1530, 2009; in the data active = percent response above about 24%, passing the limit was not always enough; note: inactives centre near 1; some results filed as inactive read as strong as hits; reference of the scale not given here
MEKK2 WT-MEK5: modulators of MEK5 binding to wildtype MEKK2, primary screen, biochemical, multiplex bead flow cytometry, Alexa488-MEK5. Alexa488-MEK5 binding to MEKK2 WT; actives lie on both sides. Mitogen-activated protein kinase kinase kinase 2 (Homo sapiens), Q9Y2U5. 290,000 compounds, 1.1% hits. binding response (% of control), % at 10 µM; in the data active = binding response below about 67% or above about 130%
pCIP destab: p/CIP-EGFP fusion destabilizers, primary screen, fluorescence, F442A cells. Q05BA5. 16 h. decrease of EGFP signal, % at 10 µM. 290,000 compounds, 0.01% hits;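 active = EGFP signal decrease of at least 30% at 10 µM or well 3 SD below plate mean, unless failing retest; inactive = the rest, including hits failing retest or dose response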; note: some compounds called inactive have numbers as strong as hits; many of its hits are not listed in these tables
IDE cell activ: human IDE activators in live cells, primary screen, fluorescence polarization, HEK cells, FAbeta-B substrate. Insulin-degrading enzyme (Homo sapiens), P14735. FAbeta-B cleavage; 0% vehicle, 100% cell-free pure enzyme wells. activation, % at 5.96 µM. 340,000 compounds, 0.073% hits. AID 493087, 2011;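 active = activation above the mean of all tested compounds plus 3 SD, set per screening campaign, cut at about 17% in these data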
NALP1 yeast inh: NALP1 inflammasome inhibitors in reconstituted yeast, colorimetric, S. cerevisiae, triplicate retest; 280,000 compounds, 0.61% hits; S. cerevisiae NALP1/ASC/caspase-1 growth, X-gal OD620, 72 h; AID 2071, 2009; inhibition, % at 10 µM; in the data active = inhibition mostly above about 24%, no sharp cut-off; inactive = mostly below about 32%; note: some compounds called inactive have numbers as strong as hits
Active calls of the source: *; x = not tested or not shown; [ ] = remark or other dose. An excerpt; the hit share may differ from the screen's.

SMILES	SUMO HTRF inh	MEKK3 PB1 HTS	M18AAP inhibitor	IDE inh	MEKK2 mut-MEK5	MEKK2 WT-MEK5	pCIP destab	IDE cell activ	NALP1 yeast inh
COCCn1c(=S)[nH]c2cc(C(=O)NCCc3ccccc3)ccc2c1=O	8	102	6	-7	6	102	-4	5	-5
Oc1c(N=Nc2ccc(F)cc2)ccc2ccccc12	17	109	-2	-4	3	110	-12	-4	12
O=C(Nc1nc(=O)[nH]s1)c1ccccc1	1	124	6	-2	-1	108	5	-3	10
O=C(CSc1nc(O)c(Cc2ccccc2)c(=O)[nH]1)Nc1nnc(SCc2ccccc2)s1	-38	103	0	-2	12	107	-6	6	12
COC(=O)CNC(c1ccccc1)c1cc(Br)ccc1NC(=O)OCc1ccccc1 (stereo not given)	6	98	-1	-7	2	99	-6	2	12
CC(C)C1O/C(=N/C(=O)Nc2ccc(Cl)c(Cl)c2)NC1=O (stereo not given)	15	99	6	5	5	95	-4	1	-14
CC(=O)Nc1ccc(S(=O)(=O)NC(C(=O)O)C2=CCC=CC2)cc1 (stereo not given)	8	89	-6	0	-5	95	-7	4	3
O=C(Cc1ccccc1)NNS(=O)(=O)c1ccc(F)cc1	6	98	-10	-4	-6	96	-25	2	4
CC1=NN(c2ccccc2)C(=O)C1/C=C1\NC(=S)NC1=O (stereo not given)	1	99	10	-5	-11	92	-2	-1	2
CC1Cc2cc(S(=O)(=O)NCCc3ccccc3)ccc2N1C(=O)C1CC1 (stereo not given)	x	98	2	-2	5	101	-25	2	1
CSc1nc2nccc(-c3ccc(Oc4ccccc4)cc3)n2n1	1	102	-11	-2	6	99	4	1	6
COc1oc(-c2ccc(Cl)cc2)nc1C(F)(F)F	19	87	-3	8	4	97	2	0	2
COc1cccc(/C=N/NC(=O)c2ccc(=O)n(C)c2)c1OC	16	102	-2	-1	17	113	2	-4	18
Cc1ccc(N2CCN(S(=O)(=O)c3ccc4c(c3)NC(=O)C(C)C(=O)N4)CC2C)cc1 (stereo not given)	11	99	-4	-1	2	97	-12	1	20
CCCNc1ncnc2nc[nH]c12	0	108	5	-3	14	106	-12	-1	26
Nc1c(C(=O)Nc2ccc(Cl)cc2)sc2nc(N3CCOCC3)c3c(c12)CCCC3	2	106	42*	-5	3	101	-2	-9	-18
OCCSc1ncnc2c1oc1ccccc12	14	103	3	4	1	103	-1	2	20
O=S(=O)(Cc1ccccc1)/C1=C(\N2CCOCC2)CCCCCC1	21	106	2	5	6	111	-6	-5	6
COc1cc2c(cc1OC)CN(CC(=O)Nc1ccc3c(c1)OC(F)(F)O3)CC2	8	x	2	8	x	x	1	-3	-3
COc1ccccc1CC(=O)NN1C(=O)c2ccccc2C1=O	-13	97	-1	1	0	98	3	9	23
CC1CN(S(=O)(=O)c2ccc(C(=O)Nc3nc(-c4cc5ccccc5o4)cs3)cc2)CC(C)O1 (stereo not given)	19	96	-1	-1	-1	96	-8	0	47
COC(=O)c1ccccc1NC(=S)NC(NC(=O)c1ccco1)C(Cl)(Cl)Cl (stereo not given)	-8	96	6	0	-5	93	2	-1	-4
CC(=O)c1cccc(NC(=O)C2CCCN(S(C)(=O)=O)C2)c1 (stereo not given)	-8	93	4	-3	-2	91	-7	2	x
COc1ccccc1N1CCN(C(=O)C2CCN(C(=O)c3cccc(Cl)c3)CC2)CC1	1	95	4	8	-1	94	-12	-1	-10
CCCC(=O)Nc1sc2c(c1C#N)CCCC2	8	98	3	1	-2	101	-7	4	9
CC(C(=O)N1CCCCC1)N(C)CC(=O)Nc1ccc(Cl)cc1 (stereo not given)	3	111	1	1	2	115	-7	12	-11
CN(C(=O)COC(=O)c1ccc2c(c1)OCO2)C1CCS(=O)(=O)C1 (stereo not given)	3	93	-6	6	-9	93	-20	2	32
O=C(CC12CC3CC(CC(C3)C1)C2)NCC(=O)N1CCc2ccccc2C1	19	100	3	2	2	101	-23	5	-8
Cc1ccc2cc3cc(C(=O)N(CC(=O)NC4CCCC4)c4cccc(C)c4C)sc3nc2c1	-9	94	3	-2	-11	87	-28	0	-11
COc1ccc(NC(=O)CSc2nnnn2-c2ccccc2OC)c(OC)c1	-3	104	10	8	-1	102	4	3	3
COc1ccccc1COC(=O)Nc1c(C)nn(C)c1Cl	30	101	0	8	5	98	-17	-3	0
NC(=O)[C@H]1CC2(CC(c3cccc(NC(=O)CC(c4ccccc4)c4ccccc4)c3)=NO2)CN1C(=O)CC(c1ccccc1)c1ccccc1 (stereo not given in full)	-18	89	x	1	-17	80	-2	-3	15
COc1ccc(-c2nc3c(c(SCC(=O)N4CCOCC4)n2)Cc2c(CO)cnc(C)c2O3)cc1	x	98	24	12	-10	95	-10	0	3
CCOC(=O)N1CCc2c(sc3ncn(Cc4ccc(F)cc4)c(=O)c23)C1	10	104	2	-3	2	100	-10	3	3
Cc1ccc(-n2c(-c3c(-c4ccccc4)noc3C)n[nH]c2=S)cc1	12	101	-9	-2	-1	98	16	-4	-10
O=C1CCSc2ccc(Cl)cc2N1Cc1cccc(Cl)c1	-14	105	0	1	1	96	3	4	34
O=C(NCCC1=CCCCC1)c1ccc(=O)oc1	-26	106	-4	-7	-2	101	-6	2	-3
Cc1c(C(=O)Nc2ccccn2)oc2ccccc12	8	101	5	-3	0	103	-7	4	0
COc1ccc(-c2csc(NC(=O)CN3C(=O)C4CCCCC4C3=O)n2)cc1OC (stereo not given)	-3	100	2	3	5	104	-18	2	1
O=C(CN1CCN(C(=O)c2cccs2)CC1)Nc1ccc(Br)cc1	5	99	8	-8	-2	100	3	4	44
Cc1ccc(-n2[nH]c(C)c(C=Nc3ccc(S(=O)(=O)Nc4nccs4)cc3)c2=O)cc1C	-2	96	-1	4	10	104	-8	-4	19
CCC(C)c1ccc(NC(=S)Nc2ccc(OC)cc2)cc1 (stereo not given)	-1	102	0	-3	22	104	-2	1	21
O=C(CNC(=O)OCc1ccccc1)NC1CCCCNC1=O (stereo not given)	-10	99	-3	5	0	100	-4	-4	2
N#CCCn1c(SCC(=O)Nc2ccc(N3CCOCC3)cc2)nc2ccccc21	6	96	4	-3	0	99	-6	-5	21
Cc1ccc(S(=O)(=O)N2CCN(CC(=O)NC(=O)NCc3ccccc3)CC2)cc1C	11	105	4	-2	11	108	-6	1	0
COCC1CCCCN1C(=O)c1cccc(OC2CCN(C(=O)C3CC3)CC2)c1 (stereo not given)	-14	101	-1	9	5	107	-5	-1	-4
CC1=CC2=NC(=O)CC(C)(C(=O)N(CC(=O)NC(C)(C)C)C3CCCC3)N2C=C1 (stereo not given)	11	103	4	1	3	102	7	1	3
CCc1nc(C#N)c(N2CCCCC2)o1	8	98	1	4	-1	97	-19	3	13
Cc1nc2c(c(-c3ccccc3)c1C#N)C(=O)c1ccccc1-2	-11	103	-10	-5	6	106	-9	7	-6
O=C(COC(=O)c1cc([N+](=O)[O-])ccc1NCc1ccccc1)NC1CCCCC1	4	90	-6	6	7	102	6	5	12
NC(N)=N/N=C/c1cccc([N+](=O)[O-])c1O	-13	99	43*	2	0	98	-6	-2	-9
Cc1cccnc1NC(=O)C12CCC(C)(C(=O)O1)C2(C)C (stereo not given)	22	101	-22	2	3	100	-15	-2	2
Cc1cc(C(=O)N/N=C/c2cc(Br)ccc2OC(=O)c2ccccc2Cl)n[nH]1	18	91	7	-5	-4	92	11	5	8
COc1ccccc1N(CC(=O)NC1CCCC1)C(=O)c1csnn1	-11	100	-1	5	0	101	-8	-2	30
Cc1ccc(-n2ncc3c(=O)n(CC(=O)OCc4ccccc4)cnc32)cc1	8	88	2	-6	-1	92	1	6	20
CC1(C)OC(=O)C(=CNCC(=O)NCC(=O)O)C(=O)O1	16	98	3	-1	0	94	-4	2	17
COc1ccc(C(=O)Nc2ccc(Cl)cc2C(=O)NCc2ccco2)cc1	-4	94	-5	9	-1	99	-16	-1	7
O=C(/C=C/c1cccs1)N1CCCCC1	8	84	-3	2	-6	85	25	x	13
O=C(Nc1nnc(C2CC2)s1)C1=NN(C2CCS(=O)(=O)C2)C(=O)CC1 (stereo not given)	6	107	6	-2	-4	102	-5	1	24
CCOC(=O)N1CCN(C(=S)Nc2ccc3nc(N4CCN(CC)CC4)cc(C)c3c2)CC1	18	102	4	8	-1	109	-19	4	-45

Whole records, looked up by structure. Values in the order: SUMO HTRF inh, MEKK3 PB1 HTS, M18AAP inhibitor, IDE inh, MEKK2 mut-MEK5, MEKK2 WT-MEK5, pCIP destab, IDE cell activ, NALP1 yeast inh
CCCNc1ncnc2nc[nH]c12 as listed: 0, 108, 5, -3, 14, 106, -12, -1, 26
O=C(NCCC1=CCCCC1)c1ccc(=O)oc1 as listed: -26, 106, -4, -7, -2, 101, -6, 2, -3
COc1ccc(C(=O)Nc2ccc(Cl)cc2C(=O)NCc2ccco2)cc1 as listed: -4, 94, -5, 9, -1, 99, -16, -1, 7
O=C(/C=C/c1cccs1)N1CCCCC1 as listed: 8, 84, -3, 2, -6, 85, 25, x, 13
O=C(COC(=O)c1cc([N+](=O)[O-])ccc1NCc1ccccc1)NC1CCCCC1 as listed: 4, 90, -6, 6, 7, 102, 6, 5, 12

(next part)
SMILES	SUMO HTRF inh	MEKK3 PB1 HTS	M18AAP inhibitor	IDE inh	MEKK2 mut-MEK5	MEKK2 WT-MEK5	pCIP destab	IDE cell activ	NALP1 yeast inh
CC(=O)Nc1nc2ccccc2n1Cc1ccccc1C	42	109	-4	1	3	112	-4	-2	-2
COc1c(Cl)cc(Cl)cc1C(=O)Nc1ccc(NC(=O)c2cccs2)cc1	24	101	4	5	-2	98	-2	-9	11
O=C(Nc1ccc(F)cc1F)c1cc2ncc(CCCl)cn2n1	0	97	4	1	-1	97	-6	2	18
COCCN=C1NC(=O)C(CC(=O)Nc2cccc(Cl)c2C)S1 (stereo not given)	5	102	-3	5	-1	100	0	x	18
CCOc1ccc2nc(NCCNC(=O)c3cc(OC)c(OC)c(OC)c3)c(C#N)cc2c1	14	105	3	2	5	110	-6	5	4
COc1ccc(NC(=S)N(CCCN2CCCC(C)C2)Cc2cccs2)cc1 (stereo not given)	3	102	-6	-2	1	105	14	-3	4
Cc1ccc(N=CC2=C(O)CC(c3cccc(Cl)c3)CC2=O)cc1 (stereo not given)	-12	105	5	1	0	107	0	2	31
O=c1c2c3c(sc2nc2n1CCCC2)CCC3	-4	72*[inhibitor]	-12	7	-13	80	-3	-1	-9
COc1cc(/C=C2\CCCc3c2nc2ccccc2c3C(=O)O)cc(Br)c1O	0	104	13	3	-2	101	8	-7	-3
COc1ccc(CNC(=O)CN(c2ccc(C)cc2)S(=O)(=O)c2c(C)noc2C)cc1	6	103	1	-2	8	102	-9	-4	14
COc1ccc(C)cc1NC(=O)Cc1c(C(=O)O)n(C)c2ccccc12	-5	102	-2	-1	3	105	-12	5	4
O=C(COc1ccccc1F)NCc1ccc(-n2cccc2)cc1	-1	69	-10	-2	-13	69	-3	3	-8
